MEX-5 binding: C. elegans MEX-5 TCR-2 RNA binding activity | activity score (negative = inhibition of binding), % at 10 µM | MEX-5/FITC-TCR2 RNA binding, fluorescence polarization; stronger effect = lower value | Q9XUB2 | actives 0.38% (n = 300,000);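 active = inhibition past about -25% in most replicates, and total fluorescence under double the plate's negative control median, limit read from the data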;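 also: 0% = DMSO and -100% = 5 µM competing unlabeled TCR2 RNA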
BCLXL inh: blocks human Bcl-xL binding to Bim BH3 peptide. Q07817. GST-Bcl-xL / FITC-Bim BH3 peptide fluorescence polarization. inhibition, % at 10.9 µM. actives 0.7% (n = 320,000). AID 2129;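 active = inhibition above the mean of all tested compounds plus 3 SD, cutoff set per campaign, cut at about 30% in these data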;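 also: 0% = DMSO wells and 100% = unlabeled Bim-BH3 peptide competitor; inhibitors lower millipolarization by displacing the labeled peptide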
Fam108B inh: counter-screen for RBBP9 inhibitors: inhibitors of mouse Fam108B | actives 0.33% (n = 300,000) | recombinant Fam108B, FP-Rh probe fluorescence polarization | AID 1947 | inhibition, % at 9.51 µM;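 active = inhibition above the screen mean inhibition plus 3 SD, computed separately per campaign, cut at about 18% in these data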;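 also: inhibitors lower polarization as less probe binds the enzyme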
PME-1 inh: blocks human protein phosphatase methylesterase 1. recombinant PME-1, FP-Rh probe fluorescence polarization. actives 0.53% (n = 320,000). inhibition, % at 5.9 µM. AID 2130. Q9Y570;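 active = inhibition above the campaign mean of all compounds plus 3 SD, cut at about 26% in these data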;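 also: competitive labeling of PME-1 active site by serine hydrolase directed probe; 0% = PME-1 with DMSO and 100% = wells lacking PME-1 enzyme; inhibitors block probe labeling so polarization falls and inhibition rises; many of its hits are not listed in these tables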
GLD-1 RNA inh: GLD-1-TGE RNA interaction inhibition (C. elegans); Q17339; purified GLD-1 + fluorescein TGE RNA, fluorescence polarization; inhibition, % at 5.96 µM; actives 0.44% (n = 320,000); AID 2280;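 active = percent inhibition above a per-plate cutoff, the plate mean of test compounds plus 3 SD, cut at about 30% in these data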;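 also: 0% = DMSO wells with GLD-1 and probe and 100% = wells lacking GLD-1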
GRK2 aptamer HTS: blocks RNA aptamer binding to human GRK2. P25098. bead flow cytometry, FAM-aptamer displacement from GRK2. inhibition of aptamer binding, % at 10 µM. actives 0.59% (n = 330,000). AID 488847;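 active = inhibition of aptamer binding above 40%, roughly 3 SD of noise, on plates passing a quality check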;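 also: median bead fluorescence of bound FAM aptamer so fluorescent compounds give negative values; no value below 0 was filed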
Efflux pump mplx: antifungal efflux pump inhibition, Nile Red retention. inhibition, % at 10 µM. S. cerevisiae Candida pump triplex. AID 485275. actives 0.44% (n = 330,000);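 active = plate passing quality check with inhibition over a set limit, or well fluorescence over plate mean plus 4 SD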;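 also: Nile Red retained in pooled yeast measured as flow cytometry median fluorescence; 0% = buffer negative control and 100% = Enniatin B positive control; higher means more Nile Red kept so more efflux inhibition; some compounds called inactive have numbers as strong as hits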
MCL1 BIM primary: inhibitors of human MCL1 binding to BIM-BH3 peptide. Q07820. GST-MCL1 / FITC-Bim-BH3 fluorescence polarization. inhibition, % at 10.9 µM. actives 0.68% (n = 320,000). AID 2057;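 active = inhibition above the mean inhibition of all tested compounds plus 3 SD, set per campaign, cut at about 40% in these data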;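 also: 0% = DMSO wells and 100% = unlabeled Bim-BH3 peptide control; higher means more loss of mP so more displacement of Bim peptide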
VLA-4 inh: inhibition in a human VLA-4 binding assay; P13612; VLA-4 expressing cells, ligand binding flow cytometry; inhibition, % (about 7 µM as worked out from the volumes in the protocol); actives 0.2% (n = 330,000); AID 2557; in the data active = inhibition above about 50%
Target sequence (P13612 whole entry, looked up): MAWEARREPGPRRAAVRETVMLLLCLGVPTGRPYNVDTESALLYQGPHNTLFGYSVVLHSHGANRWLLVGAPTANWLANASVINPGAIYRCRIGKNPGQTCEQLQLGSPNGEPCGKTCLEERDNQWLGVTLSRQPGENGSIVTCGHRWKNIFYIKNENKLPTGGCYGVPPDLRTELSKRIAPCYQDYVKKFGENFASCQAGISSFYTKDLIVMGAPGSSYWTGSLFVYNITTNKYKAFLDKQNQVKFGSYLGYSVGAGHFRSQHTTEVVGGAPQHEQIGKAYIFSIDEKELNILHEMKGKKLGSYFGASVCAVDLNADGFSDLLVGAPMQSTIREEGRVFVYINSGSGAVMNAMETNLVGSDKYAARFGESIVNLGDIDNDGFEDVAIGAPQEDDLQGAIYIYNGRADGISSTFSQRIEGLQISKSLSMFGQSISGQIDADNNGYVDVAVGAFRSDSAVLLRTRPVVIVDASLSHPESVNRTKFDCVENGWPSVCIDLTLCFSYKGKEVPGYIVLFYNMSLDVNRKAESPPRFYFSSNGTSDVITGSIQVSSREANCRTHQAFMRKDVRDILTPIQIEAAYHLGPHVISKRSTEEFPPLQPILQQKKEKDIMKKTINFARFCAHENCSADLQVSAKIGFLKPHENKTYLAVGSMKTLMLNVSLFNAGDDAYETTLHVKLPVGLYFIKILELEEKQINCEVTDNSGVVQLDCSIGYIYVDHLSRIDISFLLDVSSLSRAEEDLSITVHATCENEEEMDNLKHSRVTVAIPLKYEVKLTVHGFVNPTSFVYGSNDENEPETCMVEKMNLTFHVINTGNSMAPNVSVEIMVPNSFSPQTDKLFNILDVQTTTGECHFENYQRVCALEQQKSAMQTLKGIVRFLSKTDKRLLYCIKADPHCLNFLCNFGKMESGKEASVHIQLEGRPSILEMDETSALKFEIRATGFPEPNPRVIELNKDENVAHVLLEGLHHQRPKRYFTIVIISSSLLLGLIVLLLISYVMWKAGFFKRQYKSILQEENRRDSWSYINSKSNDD
Numbers without * were called inactive; . = no result given. An excerpt, so the mix of outcomes need not match the whole.

Results follow in this order: MEX-5 binding	BCLXL inh	Fam108B inh	PME-1 inh	GLD-1 RNA inh	GRK2 aptamer HTS	Efflux pump mplx	MCL1 BIM primary	VLA-4 inh
1	COC(=O)c1c(NC(=S)Nc2ccccc2Cl)sc(C)c1C
 : -0.7	5	-2	-2	5	0	-0.1	7	3
2	Cc1nc2sc(C(=O)c3ccccc3)c(N)c2c2c1CCCC2
 : 1.9	2	2	5	1	3	0.4	3	7
3	O=C(O)c1ccc(-c2cccc(Cl)c2)o1
 : 0.3	1	1	3	0	0	0.1	4	6
4	CCCCNC(=O)CCc1c(C)nc2nc(-c3cc(OC)cc(OC)c3)nn2c1C
 : -1.4	8	1	-4	5	0	0.0	1	5
5	Cc1ccc(C)c(S(=O)(=O)N2CCCCC2CCNC(=O)C(=O)NC2CC2)c1 (stereo not given)
 : 1.0	5	3	1	3	2	0.0	6	29
6	CC(C)N1CCc2c(sc(NC(=O)c3ccc(C(=O)c4ccccc4)cc3)c2C(N)=O)C1
 : 4.2	-23	3	-2	-26	1	0.1	-57	6
7	COc1ccc(C(=O)NNC(=O)C(C)NC(=O)c2ccccc2NC(=O)c2ccco2)cc1 (stereo not given)
 : -1.0	-2	0	-3	0	2	0.0	1	9
8	O=C(Nc1ccc(N2CCN(C(=O)c3ccccc3)CC2)cc1)c1ccc2c(c1)OCO2
 : 0.2	1	1	-4	5	0	0.3	0	11
9	CN1CCN(C(=S)NC(=O)/C=C/c2ccccc2)CC1
 : -1.3	5	1	1	4	2	0.0	10	-4
10	O=C1/C(=C2\C(=O)N(Cc3ccc(F)cc3)c3ccccc32)SC(=S)N1CCS(=O)(=O)O
 : -10	21	-2	2	-4	0	0.0	43*	14
11	CC(C)(C)NC(=O)Cn1c(-c2nonc2N)nc2ccccc21
 : 1.5	3	2	-4	-6	0	0.1	5	28
12	Cc1cccn2c(CN(C)C3CCOC3)c(C(=O)N3CCCCC3)nc12 (stereo not given)
 : 1.6	3	0	1	6	0	0.0	7	0
13	CCC(C)N(C(=O)COC(=O)C1C(C(=O)OC)=C(C)NC(C)=C1C(=O)OC)C1CCS(=O)(=O)C1 (stereo not given)
 : -0.4	-1	3	8	4	1	0.0	-10	4
14	NC(=O)CSc1nc2ccccc2c(=O)n1Cc1ccco1
 : 0.8	5	-1	-4	4	1	0.0	22	-2
15	CC1=C(C(=O)OCC(C)C)C23C(=O)c4ccccc4C2(O1)OC(N)=C3C#N (stereo not given)
 : 3.9	4	-4	-4	-2	5	-0.1	9	1
16	COc1ccc(CN2CCNC(=O)C2CC(=O)NCCc2nc(C)c3c(n2)CCC3)cc1C (stereo not given)
 : -0.5	12	0	2	10	0	0.0	7	5
17	Cc1cccc(C)c1OCc1cc(C(=O)NCC2COCCO2)no1 (stereo not given)
 : 1.1	1	6	-10	4	1	0.1	4	15
18	COc1ccc(OCC(=O)NS(=O)(=O)c2ccc(Cl)cc2)cc1
 : -0.6	5	-5	3	0	0	0.0	2	4
19	Cc1ccc(C(=O)NCc2ccccn2)cc1S(=O)(=O)N1CCOCC1
 : .	-1	.	-3	3	0	0.1	5	15
20	COc1ccc(NC(=O)C2CCCN2S(=O)(=O)c2cccc3nsnc23)c(OC)c1 (stereo not given)
 : -0.2	7	4	5	2	3	0.0	4	21
21	COc1ccc(C(CNC(=O)CCNS(=O)(=O)c2ccc(C)cc2)N2CCOCC2)cc1 (stereo not given)
 : 1.1	3	0	-3	4	3	0.2	0	-2
22	CSCCC(Nc1ncnc2ccc(Br)cc12)C(=O)O (stereo not given)
 : -0.2	4	1	-4	9	0	0.0	8	0
23	COc1ccc(C2c3cc(OC)c(OC)cc3CCN2C(=O)c2cccc([N+](=O)[O-])c2)cc1OC (stereo not given)
 : -2.5	4	-5	10	-1	1	-0.1	2	11
24	Cc1ccc2c(c1)-n1c(nc3ccccc3c1=O)C(Cc1ccc(O)cc1)NC2=O (stereo not given)
 : .	.	.	.	5	0	-0.4	.	0
25	C/C=C/C(=O)Nc1cccc(C(F)(F)F)c1
 : -0.7	-1	4	-6	6	0	-0.6	1	-2
26	COc1ccccc1NC(=O)C(C)OC(=O)C1CCN(S(=O)(=O)c2ccc(C)c(C)c2)CC1 (stereo not given)
 : 1.5	-1	0	7	1	0	0.0	-6	15
27	O=C1NC(=S)S/C1=C\c1ccc(SCc2ccccc2)o1
 : .	-5	17	5	-32	46*	4.5*	-33	26
28	CN(CC(=O)Nc1ccccc1Cl)C(=O)COC(=O)/C=C/c1ccc(C(F)(F)F)cc1
 : 1.3	-7	-2	-6	2	3	-0.1	-27	-4
29	CC(=O)N1c2ccc(S(=O)(=O)N3CCC(C(=O)N4CCCCC4)CC3)cc2CC1C (stereo not given)
 : -5.2	2	0	3	3	0	0.0	3	12
30	Brc1ccc(-c2nnc3sc(CN4CCN(c5ccccc5)CC4)cn23)cc1
 : 1.1	0	-1	3	-1	0	0.0	-2	14
31	CCCCn1nnnc1SCC(=O)Nc1sc2c(c1C#N)CCCC2
 : 0.9	4	-5	-2	6	0	0.0	3	-7
32	CN1C=CC=C/C1=C1\SC(=S)N(N)C1=O
 : -0.5	1	7	0	-4	0	0.2	4	21
33	O=C(Cn1cnc2c(OCc3ccccc3)ncnc21)NCCCN1CCCC1=O
 : .	.	.	.	-1	0	0.1	.	23
34	CCOC(=O)c1ccc(NC(=O)CSc2ncccn2)cc1
 : .	-4	-8	0	3	2	0.0	-19	-1
35	Cc1onc(-c2ccccc2Cl)c1C(=O)Nc1ncn[nH]1
 : -1.6	3	9	4	-3	2	1.4	-11	-11
36	C=CCNC(=O)C1CC(=O)N(c2ccc(OCC(=O)Nc3c(C)cccc3C)cc2)C1 (stereo not given)
 : -2.9	7	3	0	1	0	0.1	-2	-2
37	O=C(O)c1cnccn1
 : -0.5	10	5	-8	5	0	0.0	14	6
38	Cn1cc(C(=O)c2ccc(Cl)cc2Cl)cc1C(=O)N/N=C(\N)COc1ccc(Cl)cc1
 : 1.8	-2	0	0	0	3	-0.1	2	-1
39	CCc1noc(C)c1C(=O)Nc1nc(-c2cc(C)ccc2C)c(C)s1
 : -0.6	3	6	-1	1	0	0.1	9	21
40	Cc1c(O)ccoc1=O
 : -2.2	5	5	-3	7	0	-0.2	3	-29
41	Cc1nc(SCC(=O)N(C)C2CCS(=O)(=O)C2)c2ccccc2n1 (stereo not given)
 : .	.	.	.	-14	3	0.3	.	-1
42	C[C@H](CO)N1C[C@H](C)[C@@H](CN(C)C(=O)Nc2ccc(C(F)(F)F)cc2)Oc2ccc(NC(=O)c3ccncc3)cc2C1=O
 : .	.	.	.	5	2	-0.3	.	6
43	O=C(C[n+]1ccc(C(=O)c2ccccc2)cc1)Nc1ccccc1OC(F)F
 : .	.	.	.	4	28	0.1	.	2
44	CCCCOC(=O)c1ccc(NC(=O)CSC2=Nc3ccccc3C3CC=NN23)cc1 (stereo not given)
 : -3.4	-5	-13	-4	6	0	0.2	-6	-15
45	Cc1cnc(C(=O)OCC(=O)c2ccc[nH]2)cn1
 : -2.1	3	2	3	7	4	0.0	8	7
46	CC(C)(C)c1ccc(C(=O)N2CCN(Cc3ccccc3)CC2)cc1
 : 1.8	3	-3	-4	5	4	0.0	5	-14
47	Cc1noc(C)c1COC(=O)c1cccnc1Cl
 : 1.5	-1	-2	8	-8	2	0.1	4	-3
48	Fc1ccc(Nc2c(-c3ccco3)nc3ccccn23)cc1
 : 0.2	6	1	7	4	3	-0.5	7	6
49	O=C(COc1ccccc1)NCCSc1ccccc1
 : 0.3	1	2	9	-4	0	-0.4	8	-3
50	CCOC(=O)c1cccc(NC(=O)c2cnccn2)c1
 : -0.2	-2	-4	7	-2	0	-0.1	-1	-1
51	COc1ccc(C2NCCc3sccc32)cc1 (stereo not given)
 : 2.1	6	0	2	1	3	0.0	14	3
52	Cc1noc(C)c1COC(=O)C1CCN(C(=O)c2ccc(Cl)cc2)CC1
 : -1.8	-3	-3	1	-2	1	-0.1	0	7
53	CCN(CC(=O)Nc1ccc(NC(C)=O)cc1)C(=O)CCCSc1nc2ccccc2[nH]1
 : -2.7	-3	-4	-4	5	2	0.1	-6	0
54	COCCNC(=O)C(c1ccco1)N(C(=O)Cn1nnc2ccccc21)c1cccc(C)c1C (stereo not given)
 : 2.0	1	0	-8	-1	1	-0.1	4	-12
55	CC(=O)Nc1ccc(/C=C/c2nc(-c3ccccc3O)n[nH]2)cc1
 : 1.1	8	1	-29	3	0	-0.1	9	-3
56	COc1ccc2c(Cl)c(C(N)=O)sc2c1
 : -0.3	-2	-2	-4	5	4	0.0	-2	12
57	COc1ccccc1NC(=O)CCNS(=O)(=O)c1ccc2c(c1)CC(C)N2C(=O)C1CC1 (stereo not given)
 : 0.2	0	0	8	7	1	-0.1	-2	4
58	CCO[C@@H]1OC(C(=O)N2CCN(Cc3ccc4c(c3)OCO4)CC2)=C[C@H](C)[C@H]1CCCO
 : 0.7	4	-5	6	1	4	0.0	2	14
59	CCSc1nc2sc3c(c2c(=O)n1CC)CC(C)(C)OC3
 : -2.3	6	-2	2	7	1	0.0	7	3
60	O=C(COc1ccccc1-c1ccccc1)NCc1cccc(Cl)c1
 : -2.9	3	5	1	3	0	-0.4	-3	4

(further entries)
Results follow in this order: MEX-5 binding	BCLXL inh	Fam108B inh	PME-1 inh	GLD-1 RNA inh	GRK2 aptamer HTS	Efflux pump mplx	MCL1 BIM primary	VLA-4 inh
61	Cc1onc(-c2ccccc2)c1C(=O)Nc1ccccc1N1CCOCC1
 : 1.9	2	3	3	0	2	-0.1	4	3
62	Cc1cccc(OCC(=O)Nc2ccc(C(=O)c3ccc(C(=O)O)cc3)cc2)c1
 : 0.3	3	0	-5	7	0	-0.1	-1	-4
63	Cc1oc(C(=O)O)cc1COc1ccc2c3c(c(=O)oc2c1)CCC3
 : -0.9	2	-3	-1	-4	4	0.0	-3	9
64	CC1CCCCN1CCCNC(=O)C1CCN(c2nnc(-n3cccc3)s2)CC1 (stereo not given)
 : -3.5	0	-2	-6	-8	0	0.2	0	-4
65	O=C(C1COc2ccccc2O1)N1CCN(c2ccccn2)CC1 (stereo not given)
 : 0.8	2	2	-5	8	2	0.0	-5	4
66	Nc1nnc2c(C(F)(F)F)nc3ccccc3n12
 : -0.4	2	3	4	-3	8	0.0	8	40
67	O=S(=O)(Nc1ccc2c(c1)OCCO2)c1ccc(F)cc1
 : 2.4	-1	-1	9	9	0	0.9	7	7
68	CCOc1ccc(Br)cc1S(=O)(=O)Nc1nc(CN2CCOCC2)nc2sc(C)c(C)c12
 : -2.1	-4	-3	-2	-9	1	-0.1	-7	-13
69	COc1ccccc1OC(C)C(=O)NNC(=S)NC1CCCC1 (stereo not given)
 : -1.4	3	-4	5	-2	0	0.2	4	26
70	O=C(CSc1ccccn1)N/N=C/c1cccc([N+](=O)[O-])c1
 : -0.9	5	0	1	16	2	-0.1	5	-1
71	COc1ccc(NC(=O)COC(=O)c2cc(SC)ccc2Cl)c(OC)c1
 : 2.0	-1	-2	-4	-4	6	0.2	0	15
72	Cc1cc(C)n2nc(/C(C#N)=C/c3ccccn3)c(C#N)c2n1
 : -1.8	1	1	10	-6	0	-0.2	-6	0
73	CCCCSCCCNC(=O)Nc1ccc(CC)cc1
 : -1.4	7	-7	-1	0	1	0.0	9	19
74	Cc1ccc2[nH]c3c(c2c1)CN(C(=O)CN1c2ccc(F)cc2CCC1C)CC3 (stereo not given)
 : 0.1	-3	5	7	3	0	0.1	-13	-26
